Bioassay records deposited in PubChem BioAssay by several laboratories.
Ecoli tolC = growth inhibitors of E. coli BW25113 tolC mutant | hit rate 2.2% among 65,000 | OD615 | AID 573 | growth inhibition, % at 10 µM (by protocol);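 active = growth inhibition at or above a cutoff equal to the mean over every tested compound plus 3 SD, cut at about 60% in these data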;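 note: growth measured after 20 h incubation at 37 °C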
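signal = optical density read at 615 nm | test system = E. coli ΔtolC::kan strain BW25113 | timing = 20 h compound exposure of bacteria at 37 °C | buffer or medium = LB medium plus 50 µg/mL kanamycin | compound dosing = 10 µM final, single dose | evaluation = % inhibition of E. coli growth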
M1 antag = M1 muscarinic receptor (rat) antagonism | CHO-M1 cells, Fluo-4 calcium, ACh EC80 antagonist mode; hits give low values | B-score at 10 µM | hit rate 3.4% among 64,000 | AID 628;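 active = calcium fluorescence response, raw or row-and-column corrected B-score, differing from the plate sample mean either way at a set confidence level, mostly lower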
TNAP act mid DEA = human TNAP activation, intermediate phosphate acceptor. P05186. purified TNAP, CDP-star luminescence, 100 mM DEA, 30 min; hits give high values; scale: 0 levamisole-inhibited, 1 vehicle-only enzyme. activation factor at 20 µM. 64,000 tested, under 10 active;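 active = activation factor of at least 2 at 20 µM, relative to controls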
M1 ag = agonists of M1 muscarinic receptor. CHO-M1 cells, Fluo-4 calcium fluorescence, agonist mode; hits give high values. B-score at 10 µM. hit rate 3% among 64,000. AID 626;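 active = fluorescence rise, raw or as B-score row- and column-corrected plate score, outside the 99.7% band of its plate's samples, either direction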
Ec RNAP inh = Escherichia coli RNA polymerase inhibition. inhibition, %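 (tested at 10 µM)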. hit rate 0.2% among 62,000. P0A8V2. E. coli RNA polymerase, fluorescence transcription assay. AID 559; in the data active = inhibition above about 20%;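 note: 0% = enzyme without compound and 100% = no enzyme blank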
Autofluor 339 = intrinsic fluorescence of library compounds, ex339/em460 – biochemical, MLSMR library, data from DPM-DC assay, artefact control, profiling panel. compound autofluorescence, ex339/em460 nm, NADH buffer; hits give high values; 1 = no-compound wells, NADH background. fluorescence fold increase at 10 µM. hit rate 5.5% among 65,000. AID 709;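 active = at 10 µM, mean starting fluorescence two-fold or more over control wells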;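 note: signal is the first read of a kinetic run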
NADH enzymes = blocks coupling enzymes of NAD/NADH assays | IC50, µM (doses to about 10 µM), inactives show at the highest dose inhibition | coupled PK/LDH NADH assays, four targets | AID 774 | hit rate 0.02% among 65,000;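 active = single-dose screening hits from any of four coupled enzyme assays that gave an IC50 when retested across doses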;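 note: the DPM-DC format reads NADH fluorescence rather than 340 nm absorbance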
SF-1 act = activates the human nuclear receptor SF-1 | Q13285 | CHO-K1 Gal4-SF-1 LBD luciferase reporter; % increase over DMSO SF-1-specific signal | activation, % at 10 µM | hit rate 1.9% among 65,000;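 active = activation above the mean activation of all tested compounds plus 3 SD, cut at about 50% in these data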
Target sequence (Q13285 whole entry, looked up, the tested form may be a part): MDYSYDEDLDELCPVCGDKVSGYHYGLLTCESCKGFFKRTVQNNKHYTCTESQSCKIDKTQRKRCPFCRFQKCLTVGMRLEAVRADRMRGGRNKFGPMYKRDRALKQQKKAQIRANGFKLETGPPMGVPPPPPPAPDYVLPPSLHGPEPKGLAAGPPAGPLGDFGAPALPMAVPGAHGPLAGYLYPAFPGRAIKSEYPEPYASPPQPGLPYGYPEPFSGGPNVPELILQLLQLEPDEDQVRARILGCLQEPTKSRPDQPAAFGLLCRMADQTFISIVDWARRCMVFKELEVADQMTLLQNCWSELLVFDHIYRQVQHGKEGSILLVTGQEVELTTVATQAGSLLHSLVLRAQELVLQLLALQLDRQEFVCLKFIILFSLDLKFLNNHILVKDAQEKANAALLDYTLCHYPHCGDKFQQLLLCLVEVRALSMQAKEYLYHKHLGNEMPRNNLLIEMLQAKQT
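Material: CHO-K1 cells with Gal4–hSF-1 LBD chimera plus Gal4-driven luciferase / Input: 4,000 CHO-K1 cells per well / Incubation: compound exposure 20 h at 37 °C / Signal: luminescence read 15 min after SteadyLite luciferase reagent, after room-temperature equilibration / Read-out: percent activation versus DMSO / Benchmarks: DMSO negative control and −SF1 background wells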
RORa activator = activates the human nuclear receptor RORA; P35398; CHO-K1 Gal4-RORA LBD luciferase reporter, luminescence; percent increase over mock-subtracted basal signal; activation, % at 10 µM; hit rate 1.5% among 65,000; AID 560;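 active = activation above the mean of all tested compounds plus 3 SD, cut at about 49% in these data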;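 note: 0% = DMSO-treated RORA cells and 100% = added signal equal to DMSO minus mock-transfected cells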
Target sequence (P35398 whole entry, looked up, the tested form may be a part): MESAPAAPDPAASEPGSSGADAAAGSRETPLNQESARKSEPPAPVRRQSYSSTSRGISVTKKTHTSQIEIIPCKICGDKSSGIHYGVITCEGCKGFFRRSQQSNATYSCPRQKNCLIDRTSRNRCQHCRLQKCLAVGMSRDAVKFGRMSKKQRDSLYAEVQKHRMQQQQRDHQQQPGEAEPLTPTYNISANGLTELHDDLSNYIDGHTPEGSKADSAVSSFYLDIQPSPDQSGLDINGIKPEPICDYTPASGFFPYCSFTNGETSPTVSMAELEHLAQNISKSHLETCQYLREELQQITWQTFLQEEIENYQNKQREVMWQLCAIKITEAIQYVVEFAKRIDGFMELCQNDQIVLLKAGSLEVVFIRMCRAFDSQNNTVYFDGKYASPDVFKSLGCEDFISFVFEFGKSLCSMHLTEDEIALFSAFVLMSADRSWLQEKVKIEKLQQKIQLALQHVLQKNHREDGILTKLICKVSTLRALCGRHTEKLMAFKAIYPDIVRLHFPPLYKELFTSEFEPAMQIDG
Starred values were filed as active, the others as inactive; x = not tested or not shown; [ ] = remark or other dose.

Start of the data: the first eleven compounds (preview)
SMILES | Ecoli tolC | M1 antag | TNAP act mid DEA | M1 ag | Ec RNAP inh | Autofluor 339 | NADH enzymes | SF-1 act | RORa activator
O=C(c1cccs1)c1no[n+]([O-])c1C(=O)c1cccs1 | -14 | -3.2* | 0.9 | 12* | 16 | 1 | 5% | 4 | -36
CC(C)N1CC(C(=O)Nc2nc3ccccc3s2)CC1=O (stereo not drawn) | 1 | -1.1 | 0.9 | -0.72 | 6 | 1.1 | 6% | 2 | -13
CCCCN(CCCNc1ncnc2nc[nH]c12)c1ccccc1 | 46 | -0.57 | 1.3 | -0.54 | 5 | 1.1 | 13% | 7 | -3
COc1ccc(CNC2=CC(=O)CC(C)(C)C2)cc1 | -13 | 0.053 | 0.9 | -0.25 | 0 | 1.1 | 4% | -4 | -4
NC(=O)CSc1nnc(-c2ccoc2)o1 | -13 | 0.23 | 0.9 | 0.32 | 10 | 1.4 | 8% | -5 | -14
O=S(=O)(NCC1CCCO1)c1ccc(Cl)c(C(F)(F)F)c1 (stereo not drawn) | 8 | -0.22 | 0.9 | -0.3 | 3 | 1.1 | 1% | 7 | -9
CC(C)CNC(=O)CN(C1CCCCC1)S(C)(=O)=O | -13 | 1.2 | 0.9 | -2.1 | 6 | 1.1 | 7% | -8 | 0
COc1cc(NC(=O)COc2ccc(-n3cnnn3)cc2)c(OC)cc1Cl | 8 | 0.18 | 0.9 | 0.043 | 0 | 1.1 | 2% | -9 | -4
Cc1ccc(NC2c3ncccc3C(=O)N2c2ccccc2C)cc1C (stereo not drawn) | -13 | 0.55 | 0.9 | 0.045 | 6 | 1.2 | 35% | 11 | -10
Cc1cccc(-c2nsc(SCC(=O)NCc3ccco3)n2)c1 | 28 | -0.31 | 0.9 | 0.03 | 8 | 1.1 | 3% | -3 | 14
C=CCSC1=C(C#N)C(c2ccccc2OCC)C(C#N)C(=O)N1 (stereo not drawn) | 19 | 0.92 | 0.9 | 0.55 | 2 | 1.1 | 8% | 19 | 3

The list itself, from the first entry:
SMILES | Ecoli tolC | M1 antag | TNAP act mid DEA | M1 ag | Ec RNAP inh | Autofluor 339 | NADH enzymes | SF-1 act | RORa activator
O=C(c1cccs1)c1no[n+]([O-])c1C(=O)c1cccs1 | -14 | -3.2* | 0.9 | 12* | 16 | 1 | 5% | 4 | -36
CC(C)N1CC(C(=O)Nc2nc3ccccc3s2)CC1=O (stereo not drawn) | 1 | -1.1 | 0.9 | -0.72 | 6 | 1.1 | 6% | 2 | -13
CCCCN(CCCNc1ncnc2nc[nH]c12)c1ccccc1 | 46 | -0.57 | 1.3 | -0.54 | 5 | 1.1 | 13% | 7 | -3
COc1ccc(CNC2=CC(=O)CC(C)(C)C2)cc1 | -13 | 0.053 | 0.9 | -0.25 | 0 | 1.1 | 4% | -4 | -4
NC(=O)CSc1nnc(-c2ccoc2)o1 | -13 | 0.23 | 0.9 | 0.32 | 10 | 1.4 | 8% | -5 | -14
O=S(=O)(NCC1CCCO1)c1ccc(Cl)c(C(F)(F)F)c1 (stereo not drawn) | 8 | -0.22 | 0.9 | -0.3 | 3 | 1.1 | 1% | 7 | -9
CC(C)CNC(=O)CN(C1CCCCC1)S(C)(=O)=O | -13 | 1.2 | 0.9 | -2.1 | 6 | 1.1 | 7% | -8 | 0
COc1cc(NC(=O)COc2ccc(-n3cnnn3)cc2)c(OC)cc1Cl | 8 | 0.18 | 0.9 | 0.043 | 0 | 1.1 | 2% | -9 | -4
Cc1ccc(NC2c3ncccc3C(=O)N2c2ccccc2C)cc1C (stereo not drawn) | -13 | 0.55 | 0.9 | 0.045 | 6 | 1.2 | 35% | 11 | -10
Cc1cccc(-c2nsc(SCC(=O)NCc3ccco3)n2)c1 | 28 | -0.31 | 0.9 | 0.03 | 8 | 1.1 | 3% | -3 | 14
C=CCSC1=C(C#N)C(c2ccccc2OCC)C(C#N)C(=O)N1 (stereo not drawn) | 19 | 0.92 | 0.9 | 0.55 | 2 | 1.1 | 8% | 19 | 3
Cc1ccc(C2/C(=C(/O)c3cnn(-c4ccccc4)c3C)C(=O)C(=O)N2CCN2CCOCC2)o1 (stereo not drawn) | -1 | -0.29 | 0.8 | 1.9 | 8 | 1 | 3% | 54* | 22
CCOc1ccc2[nH]c(C)c(CN(C)C)c(=O)c2c1 | -12 | 0.64 | 1 | -0.23 | -1 | 1.8 | 10% | 12 | 2
CCOC(=O)c1ccccc1NC1CC(=O)N(c2ccccc2C)C1=O (stereo not drawn) | 1 | 1.8 | 0.9 | 1.2 | -18 | 3.3* | 4%[fluoresces] | -8 | 0
COC(=O)Nc1nnc(CCc2ccccc2)s1 | 1 | 0.54 | 0.9 | 0.031 | 4 | 1 | 4% | -2 | -6
COc1ccccc1C(=O)Nc1ccc2oc(-c3ccc(F)cc3)nc2c1 | -6 | -0.57 | 1 | -0.97 | -5 | 2.2* | 7%[fluoresces] | 42 | 65*
CCCn1c(SCC(=O)Nc2ccccc2N2CCCCC2)nc2c1c(=O)n(C)c(=O)n2C | 65* | -0.76 | 0.9 | 0.98 | 9 | 1 | 4% | 7 | 13
CC(C)C1N(C(=O)CN2CCCC2)CCN1S(=O)(=O)c1ccccc1 (stereo not drawn) | -21 | 0.15 | 0.9 | -0.3 | 2 | 1.1 | 7% | -7 | 10
CCC(C)c1ccc2oc(-c3ccc(NC(=O)Cn4cnc5c(=O)n(C)c(=O)n(C)c54)cc3)nc2c1 (stereo not drawn) | -9 | 0.0016 | 0.9 | -0.012 | -7 | 3.7* | 0%[fluoresces] | 18 | 38
Cn1c(=O)oc2cc(S(=O)(=O)N3CCCC(C(=O)NCc4cccs4)C3)ccc21 (stereo not drawn) | -5 | 0.4 | 0.9 | -1.8 | -4 | 1.1 | 8% | -15 | 3
CC(C)(C)Nc1ncnc2c1cnn2-c1ccccc1 | 7 | -0.11 | 0.9 | 0.051 | 4 | 1.1 | 0% | 9 | 13
N#CC1=C(N)OC(c2ccccc2)=C(C#N)C1c1ccc2c(c1)OCO2 (stereo not drawn) | 11 | -0.089 | 0.9 | 1.8 | -1 | 1.1 | 4% | -15 | 2
COc1ccc(C2C(C(=O)O)CC(=O)N2C2CCCCC2)cc1 (stereo not drawn) | -6 | 0.13 | 0.9 | 0.75 | 2 | 1.1 | 3% | -5 | -13
Cn1c(=O)c2c(O)cc(=O)[nH]c2n(-c2ccccc2)c1=O | -20 | 0.29 | 1 | 0.033 | 2 | 1 | 6% | -11 | -19
CCc1ccc(NC(=O)c2cc(CC(C)C)on2)cc1 | -5 | -0.74 | 0.9 | 0.35 | 8 | 1.1 | 4% | 32 | 11
COc1ccc(CCNc2nc(=O)[nH]nc2C)cc1OC | 3 | 0.89 | 1 | -0.31 | 8 | 1 | 3% | -2 | 3
CC1(C)NC(=O)N(CC(O)COC2CCCCC2)C1=O (stereo not drawn) | -2 | 0.88 | 0.9 | 0.099 | 3 | 1.1 | 3% | -2 | 1
N#CC1=C(c2ccccc2)N=P(N2CCOCC2)(N2CCOCC2)N=C1N1CCOCC1 | 3 | 0.54 | 0.9 | 0.086 | 5 | 1.1 | 7% | 0 | 15
CC(=O)N=C(N)Sc1nc2ccccc2[nH]1 | 10 | 0.67 | 1 | 0.26 | 7 | 1.1 | 1% | 98* | 31
COc1cc(-c2nnc(SCC(=O)c3cc(C)n(CC4CCCO4)c3C)o2)cc(OC)c1OC (stereo not drawn) | 10 | 0.35 | 0.9 | -0.24 | 8 | 1.1 | 2% | 24 | 7
CCCCNc1nc2c(c(=O)[nH]c(=O)n2C)n1CCOc1ccccc1 | -3 | -0.2 | 0.9 | 1.9 | 3 | 1.1 | 6% | 4 | -25
O=C(CSc1nnc(-c2cnccn2)n1Cc1ccco1)c1ccc(Cl)c(Cl)c1 | 9 | 0.077 | 0.9 | 0.12 | 4 | 1.1 | 4% | 5 | 1
O=C(CCc1ccccc1)NCc1ccccn1 | -5 | 0.068 | 0.9 | 0.11 | 1 | 1.1 | 0% | -12 | -4
CCOC(=O)N1CCN(C(=O)CSc2nnc(COc3ccc(Cl)cc3)o2)CC1 | 8 | -0.59 | 1 | -0.43 | 3 | 1.1 | 1% | -15 | 11
Cn1nnc2cc(C(=O)NC3CCCCC3)ccc21 | -14 | 0.53 | 0.9 | 0.0062 | 3 | 1 | 2% | 7 | -12
COc1cc(C(=O)Nc2c(C)cc(C)cc2C)c(-n2cnnn2)cc1OC | -10 | 0.091 | 1 | -0.67 | -1 | 1.1 | 2% | 7 | -2
O=C(CSc1ccc2c(c1)OCCO2)NCCN1C(=O)CSC1=O | -18 | 0.44 | 1 | -0.22 | x | 1 | 8% | -8 | -1
COc1ccc(OCc2nnc(SCC(=O)O)n2N)cc1 | -6 | -0.2 | 1 | -0.61 | 2 | 1.1 | 3% | 1 | -15
CCOC(=O)N1CCN(C(=O)c2oc3ccc(S(=O)(=O)N4CCCCC4)cc3c2C)CC1 | -2 | 0.31 | 1 | -1.3 | 2 | 1.1 | 7% | -6 | 18
CCOC(=O)CSc1nc2ccsc2c(=O)n1C1CCN(C(=O)OCC)CC1 | 6 | -0.69 | 0.9 | 0.17 | 5 | 1.1 | 5% | -11 | -7
COC(=O)c1[nH]c2cccc(Cl)c2c1NC(=O)CN1CCN(CCO)CC1 | -9 | 0.098 | 0.9 | -0.6 | 8 | 1.3 | 2% | -16 | -14
Cc1onc(-c2ccccc2)c1C(=O)Nc1nnc(COc2ccc(Cl)cc2)s1 | 80* | 0.023 | 0.9 | -0.19 | 12 | 1.1 | 13% | -6 | 3
Nc1c2c(nc3ccn(-c4ccccc4)c(=O)c13)CCCCC2 | 10 | -1.5 | 0.9 | 0.34 | -4 | 2.1* | 6% | -14 | 4
CC(=O)N1CCN=C1SCc1c(F)cccc1Cl | -3 | 0.039 | 0.9 | -1.1 | 0 | 1 | 1% | 11 | 8
CC1Cc2nc(SCC(=O)OCc3ccccc3)n(C)c(=O)c2S1 (stereo not drawn) | 17 | -0.13 | 1 | -0.35 | 5 | 1.1 | 3% | -5 | -9
CC(=O)Nc1c(C(=O)c2ccccc2)oc2ccccc12 | -2 | 0.0064 | 0.9 | 0.038 | 3 | 1.2 | 1% | -10 | -7
CSC1=NCCN1C(=O)Cc1cccs1 | -11 | -0.9 | 1 | 0.15 | 7 | 1 | 2% | 1 | -15
O=C(c1ccccc1Oc1nnnn1-c1ccccc1)N1CCOCC1 | -8 | 0.033 | 0.9 | -0.015 | 5 | 1 | 2% | 13 | -10
CCCc1cc(=O)n2[nH]c(C)c(-c3ccccc3)c2n1 | 21 | 0.55 | 0.9 | 0.2 | x | 1.5 | 5% | -16 | -6
CC(C)COC(=O)C1C(=O)CC(C)(O)C(C(=O)OCC(C)C)C1c1cccnc1 (stereo not drawn) | 0 | 0.32 | 0.9 | -0.48 | 2 | 1 | 4% | -17 | -5
c1ccc(-c2noc(-c3cccnc3)n2)cc1 | 4 | -0.025 | 0.9 | -0.46 | 1 | 1.1 | 2% | x | x
CCOC(=O)c1sc2ncn(C(CC)C(=O)OCC)c(=O)c2c1C (stereo not drawn) | 23 | -0.47 | 0.9 | -0.077 | 5 | 1.1 | 8% | 2 | 9
